Assay outcomes as filed in PubChem.
MrgX1 allo act = positive allosteric modulators of MrgX1, primary screen, HEK293 cells, Fluo-4 calcium flux. FDSS; active compounds read high. actives 0.63% (n = 310,000). AID 588675, 2011. B-score at 10 µM;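 active means plate-corrected calcium response at least 3 library SD above typical, normal starting fluorescence, not activating the receptor alone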;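 further: compound read alongside a low EC10 to EC30 dose of BAM8-22 agonist; peak minus trough fluorescence over baseline measured at the second addition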
MrgX1 ag = agonists of human MrgX1 receptor, primary screen, HEK293 cells, Fluo-4 calcium flux | Mas-related G-protein coupled receptor member X1 (Homo sapiens), Q96LB2 | Fluo-4 calcium fluorescence, agonist mode; active compounds read high | B-score at 10 µM | actives 0.44% (n = 310,000);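 active means calcium response B-score plate-corrected fluorescence ratio at least 3 library SD, with starting fluorescence B-score inside 5 SD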
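Material: MrgX1-expressing HEK293 cells; input: 15,000 cells per well; doses: test compound given as first of three sequential additions; schedule: overnight plating before 1 h dye loading; technique: Fluo-4 NW calcium-flux fluorescence, kinetic read; evaluation: baseline-normalised fluorescence change ratio, B-scored; control set: plate-wise positive and negative controls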
ANO1 block = TMEM16A chloride channel inhibitors, primary screen, cell-based, HTS; HEK293 TMEM16A/YFP iodide influx fluorescence, ionomycin; normalized B-score (activity score, 25-100; higher = stronger inhibition) at 10 µM; actives 1.2% (n = 310,000); Anoctamin-1 (Mus musculus), Q8BHY3;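 active means ratio plate-corrected score three or more library SD toward inhibition, starting fluorescence score within five deviations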;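 further: score derived from kinetic fluorescence span divided by baseline fluorescence per well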
TRPC6 inhibitor = mouse TRPC6 channel inhibitors, primary screen, cell-based, HEK293, membrane potential dye. ACh-evoked depolarization; active compounds read low. B-score at 10 µM. actives 1.1% (n = 310,000);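 active means B-score under library mean minus 3 SD, initial fluorescence not abnormally high, positive integrated signal ratio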;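 further: B-score derived from integrated fluorescence ratio over the kinetic read; more negative B-score means stronger inhibition of depolarization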
RGS4 block = RGS4 inhibitors, primary screen, cell-based, HEK293 M3R inducible RGS4, calcium flux; B-score at 10 µM; Regulator of G-protein signaling 4 (Homo sapiens), P49798; Fluo-4 calcium flux; active compounds read high; triggered by carbachol at its EC20; actives 0.45% (n = 310,000);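 active means B-score, a plate-corrected calcium signal, over three deviations above library mean, with baseline fluorescence within five deviations of library mean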;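 further: RGS4 expression induced by doxycycline in cells with stable M3 receptor; B-score is computed from the integrated fluorescence ratio over baseline after carbachol; higher B-score means a larger calcium signal and so more RGS4 inhibition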
TRPC6 activator = mouse TRPC6 channel activators, primary screen, cell-based, HEK293, membrane potential dye. Short transient receptor potential channel 6 (Mus musculus), Q61143. actives 0.13% (n = 310,000). AID 2550, 2010. B-score at 10 µM. HEK293-TRPC6 membrane potential dye fluorescence; active compounds read high;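 active means B-score of the integrated fluorescence ratio above library mean plus 3 SD, and starting fluorescence ratio within library mean plus 5 SD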;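 further: higher score means more depolarization so channel activation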
TRPC4 agonist = activators of mouse TRPC4 channel, primary screen, Fluo4 calcium, HEK293 TRPC4beta/mu-opioid cells. B-score at 10 µM. Short transient receptor potential channel 4 (Mus musculus), Q9QUQ5. Fluo4 calcium fluorescence; active compounds read high. actives 0.49% (n = 310,000);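 active means B-score above 5 SD of library B-scores, and initial fluorescence ratio not above library mean plus 5 SD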;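 further: positive B-score marks a calcium rise read as TRPC4 activation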
Target sequence (Q9QUQ5 whole entry, looked up): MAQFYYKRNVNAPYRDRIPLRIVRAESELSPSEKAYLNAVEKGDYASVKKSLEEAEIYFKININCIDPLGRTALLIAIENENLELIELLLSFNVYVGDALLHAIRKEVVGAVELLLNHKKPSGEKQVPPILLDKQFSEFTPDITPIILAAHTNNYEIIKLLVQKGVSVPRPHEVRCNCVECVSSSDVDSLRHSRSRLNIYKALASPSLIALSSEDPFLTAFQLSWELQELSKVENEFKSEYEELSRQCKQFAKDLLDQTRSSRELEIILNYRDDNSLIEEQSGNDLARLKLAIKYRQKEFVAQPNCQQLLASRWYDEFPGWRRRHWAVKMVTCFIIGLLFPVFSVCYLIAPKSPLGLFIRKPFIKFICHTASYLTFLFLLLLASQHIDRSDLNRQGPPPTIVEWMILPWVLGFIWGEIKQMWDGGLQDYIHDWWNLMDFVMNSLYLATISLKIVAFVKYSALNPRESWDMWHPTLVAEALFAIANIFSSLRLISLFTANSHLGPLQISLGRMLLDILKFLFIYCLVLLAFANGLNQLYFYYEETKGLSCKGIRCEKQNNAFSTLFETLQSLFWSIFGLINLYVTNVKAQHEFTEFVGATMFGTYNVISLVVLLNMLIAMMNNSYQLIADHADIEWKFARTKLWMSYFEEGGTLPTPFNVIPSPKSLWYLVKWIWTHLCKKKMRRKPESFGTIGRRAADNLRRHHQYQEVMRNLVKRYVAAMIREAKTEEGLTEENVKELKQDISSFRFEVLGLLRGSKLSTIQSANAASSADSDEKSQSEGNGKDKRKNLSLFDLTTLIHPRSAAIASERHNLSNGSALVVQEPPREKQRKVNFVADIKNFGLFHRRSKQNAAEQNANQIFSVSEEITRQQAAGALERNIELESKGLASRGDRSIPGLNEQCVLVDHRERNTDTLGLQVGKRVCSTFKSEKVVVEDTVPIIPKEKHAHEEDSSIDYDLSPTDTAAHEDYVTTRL
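Incubation: 45 min room-temperature Fluo4 loading, 110 s read / System: HEK293 cells stably co-expressing mouse TRPC4beta and mu-opioid receptor / Signal: Fluo4 fluorescence, kinetic / Control set: buffer (low) and maximal DAMGO (high) / Measure: integrated baseline-normalised fluorescence ratio, converted to per-well B score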
MrgX1 antag = antagonists of human MrgX1 receptor, primary screen, HEK293 cells, Fluo-4 calcium flux; BAM8-22 antagonism; active compounds read low; B-score at 10 µM; actives 1.3% (n = 310,000); AID 588676, 2011;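 active means calcium-response B-score plate-corrected more than 3 library SD below zero, starting fluorescence within 5 deviations, no agonist response on first addition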;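 further: peak minus trough fluorescence over baseline after final BAM8-22 challenge near maximal dose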
TRPC4 inh = inhibitors of mouse TRPC4 channel, primary screen, Fluo4 calcium, HEK293 TRPC4beta/mu-opioid cells; Short transient receptor potential channel 4 (Mus musculus), Q9QUQ5; DAMGO-evoked Fluo4 calcium flux; active compounds read low; B-score at 10 µM; actives 0.39% (n = 300,000); AID 2247, 2010;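 active means B-score over 3 SD under the library average, no early fluorescence shift, positive overall ratio signal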
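Assay system: HEK293 cells with stable TRPC4beta plus mu-opioid receptor expression. Dosing: single dose. Measured by: Fluo4 Ca2+ flux fluorescence. Also added: DAMGO in two steps, submaximal then maximal. Read-out: B score from integrated Fluo4 fluorescence ratio.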
TRPC4 PAM = positive allosteric modulators of TRPC4, primary screen, cell-based, mouse TRPC4beta, HEK293 mu-opioid, Fluo-4 calcium | Short transient receptor potential channel 4 (Mus musculus), Q9QUQ5 | DAMGO EC20, Fluo-4 Ca2+ flux; active compounds read high | B-score at 10 µM | actives 0.42% (n = 310,000);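 active means B-score of calcium response area above 5 SD of library B-scores, with initial fluorescence ratio within 5 SD of library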;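 further: B-score of integrated fluorescence ratio over time as area under calcium response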
ANO1 activ = TMEM16A chloride channel activators or potentiators, primary screen, cell-based, HTS. B-score at 10 µM. HEK293 TMEM16A/YFP-H148Q/I152L, iodide quench fluorescence; active compounds read low. Anoctamin-1 (Mus musculus), Q8BHY3. AID 623877, 2012. actives 0.3% (n = 340,000);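 active means fluorescence-ratio B-score plate-corrected deviation score at least 3 library SD below zero, with starting fluorescence score within 5 deviations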;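 further: channel opened by trigger with iodide after compound preincubation; score built on the fluorescence ratio of max minus min over baseline; more negative score means more quench and so TMEM16A activation or potentiation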
Starred values were filed as active, the others as inactive; i = inactive; . = not tested or not shown. Compounds as they come, and some 5.8% of all compounds hit somewhere here.

SMILES | MrgX1 allo act | MrgX1 ag | ANO1 block | TRPC6 inhibitor | RGS4 block | TRPC6 activator | TRPC4 agonist | MrgX1 antag | TRPC4 inh | TRPC4 PAM | ANO1 activ
Cc1noc(NS(=O)(=O)c2ccc(NC(=O)C34CC5CC(C3)CC(n3cnc(Br)n3)(C5)C4)cc2)c1C | i | i | i | i | i | i | i | i | i | i | i
CS(=O)(=O)N1CCN(c2ccc([N+](=O)[O-])cc2F)CC1 | i | i | i | i | i | i | i | i | i | i | i
CC1(C)CC(NC(=O)CSc2ccccc2)CC(C)(C)N1 | i | i | i | i | i | i | i | i | i | i | i
CC(NC(=O)c1ccc(N(C)C)cc1)c1ccc(F)cc1 (stereo not given) | i | i | i | i | i | i | i | i | i | i | i
CCOc1ccc(C(=O)CSc2nnc(C3CC3)n2C)cc1 | i | i | i | i | i | i | i | i | i | i | i
Cc1cc(C)cc(N(CCC#N)C(=O)CSc2nc3nc(C)cc(C)n3n2)c1 | i | i | i | i | i | i | i | i | i | i | i
COc1cc(NC(=O)c2cc3nc(-c4ccccc4)cc(-c4ccccc4)n3n2)cc(OC)c1OC | i | i | i | i | i | i | i | i | i | i | i
CN1CCN(c2ccc(S(=O)(=O)N3CCCCC3)cc2NC(=O)Cc2ccccc2F)CC1 | i | i | i | i | i | i | i | i | i | i | i
O=C(NCC1CCCO1)C1c2ccccc2C(=O)N1C1CCCCCCC1 (stereo not given) | i | i | i | i | i | i | i | i | i | i | i
COc1ccc(NC(=O)c2cc(C(C)C)on2)cc1OC | i | i | i | i | i | i | i | i | i | i | i
C=CCn1cccc(C(=O)Nc2ccc(N(C)C)cc2)c1=O | i | i | i | i | i | i | i | i | i | i | i
Cc1ccc(CCNC(=O)c2cc(C)nn2-c2ccccc2)cc1 | i | i | i | i | i | i | i | i | i | i | i
CC(C)=CCC12Oc3cc(O)ccc3C1(O)Oc1cc3c(c(O)c1C2=O)C=CC(C)(C)O3 (stereo not given) | i | i | i | i | i | i | i | i | i | i | .
S=c1[nH]nc(-c2ccncc2)n1/N=C/C=C/c1ccco1 | i | i | i | i | i | i | i | i | i | i | i
O=Cc1ccc(N2CCCC2)c(F)c1 | i | i | i | i | i | i | i | i | i | i | i
CCc1cc2c(SCC(=O)N3CC(=O)Nc4ccccc43)ncnc2s1 | i | i | i | i | i | i | i | i | i | i | i
Cc1nc(CC(=O)N/N=C/c2ccc(OCC(=O)O)cc2)cs1 | i | i | i | i | i | i | i | i | i | i | i
CCN(CC)C(=O)c1cn(C)c2ccc(S(=O)(=O)N(CC)CC)cc2c1=O | i | i | i | i | i | i | i | i | i | i | i
CC1CCN(c2c([N+](=O)[O-])nn(-c3ccc4c(c3)OCCO4)[n+]2[O-])CC1 | i | i | i | i | i | i | i | i | i | i | i
O=C(Nc1c2c(nn1-c1cccc(Cl)c1)CS(=O)C2)c1ccc2c(c1)OCO2 (stereo not given) | i | i | i | i | i | i | i | i | i | i | i
CC1CCCCC1NC(=O)CN1C(=O)COc2ccccc21 (stereo not given) | i | i | i | i | i | i | i | i | i | i | i
CC1C(=O)N2CCCc3cc(NC(=O)c4ccccc4Br)cc1c32 (stereo not given) | i | i | i | i | i | i | i | i | i | i | i
O=C(CCc1ccccc1)Nc1ccc(S(=O)(=O)N2CCCC2)cc1 | i | i | i | i | i | i | i | i | i | i | i
O=C(C1CC(=O)N(C2CCCC2)C1)N1CCN(c2ccccc2)CC1 (stereo not given) | i | i | i | i | i | i | i | i | i | i | i
CCC(C)NC(=O)CSc1nc2ccsc2c(=O)n1-c1ccc(OC)cc1 (stereo not given) | i | i | i | i | i | i | i | i | i | i | i
Other records:
SMILES | MrgX1 allo act | MrgX1 ag | ANO1 block | TRPC6 inhibitor | RGS4 block | TRPC6 activator | TRPC4 agonist | MrgX1 antag | TRPC4 inh | TRPC4 PAM | ANO1 activ
Cc1ccc2nc(-c3ccncc3)cc(C(=O)Nc3ccc(OC(F)F)cc3)c2c1 | i | i | i | i | i | i | i | i | i | i | i
Cc1ccc(-c2nnc(-c3cc(C)on3)o2)cc1 | i | i | i | i | i | i | i | i | i | i | i
CCN(CCCNS(=O)(=O)c1ccc2c(c1)oc(=O)n2C)c1cccc(C)c1 | i | i | i | . | . | . | . | i | . | . | i
Cc1cccc(OCc2nnc(N)s2)c1C | i | i | i | i | i | i | i | i | i | i | i
COc1cc(OC)c(NC(C)C(=O)NCc2ccccc2)cc1Cl (stereo not given) | i | i | i | i | i | i | i | i | i | i | i
COc1ccc(-c2cc(-c3ccc(C)cc3)nc(SCc3nnc(-c4ccccc4)o3)c2C#N)cc1OC | i | i | i | i | i | i | i | i | i | i | i
COc1ccc(C(=O)N2CCC(C(=O)Nc3ccc(C)cc3)CC2)cc1 | i | i | i | i | i | i | i | i | i | i | i
CCOC(=O)c1ccc(-n2ncc(C(=O)OCC)c2N)cc1 | i | i | i | i | i | i | i | i | i | i | i
NC(=O)C1CCN(C(=O)CSc2nc3ccccc3o2)CC1 | . | . | . | i | i | i | i | . | i | i | i
CCOC(=O)/C=c1\s/c(=C\c2ccc(C(F)(F)F)cc2)c(=O)n1CC(=O)NCc1ccco1 | i | i | i | i | i | i | i | i | i | i | i
O=C(Cc1ccc(Cl)c(Cl)c1)N/N=C/c1cccnc1 | i | i | i | i | i | i | i | i | i | i | i
CCN(Cc1ccncc1)Cc1c(O)ccc2cc(Br)ccc12 | . | . | . | i | 4.8* | i | i | . | i | i | .
CCc1ccc(C(=O)N2CCCN(C)CC2)s1 | i | i | i | i | i | i | i | i | i | i | i
CN(CC(=O)Nc1cccc(F)c1)C(=O)c1ccc(COc2ccccc2)o1 | i | i | i | i | i | i | i | i | i | i | i
CCN(CC(=O)Nc1c(F)cccc1F)C(=O)CCOc1ccc(C)cc1 | i | i | i | i | i | i | i | i | i | i | i
CCCN(CCC)CCCNC(=O)CCNS(=O)(=O)c1ccc(Br)cc1 | i | i | i | i | i | i | 76* | i | i | i | i
O=[N+]([O-])c1c(Nc2ccccc2O)ccc2nonc12 | i | i | i | i | i | i | i | i | i | i | i
CCOC(=O)C1CCCN(c2c(C(=O)c3ccccc3)cnc3ccc(OC)cc23)C1 (stereo not given) | i | i | i | i | i | i | i | i | i | i | i
CC(=O)c1cccc(NC(=O)N2CCN(S(C)(=O)=O)CC2)c1 | i | i | i | i | i | i | i | i | i | i | i
CCOc1cc(/C=N/Nc2cc(C)nc3ccc(C)cc23)ccc1O | i | i | i | i | i | i | i | i | i | i | i
COc1ccc(CN(CC(=O)NCc2ccccc2)C(=O)c2csnn2)cc1 | i | i | i | i | i | i | i | i | i | i | i
O=C(O)C[C@H]1c2cc(F)ccc2S(=O)(=O)N1C1CCCCC1 | i | i | i | i | i | i | i | i | i | i | i
Cc1cccc(NC(=O)Cc2ccc(-c3ccccc3)cc2)n1 | i | i | i | i | i | i | i | i | i | i | i
COc1cccc(C(=O)Nc2nnc(-c3ccc(Cl)cc3)o2)c1 | 8.4* | i | i | i | i | i | i | i | i | i | i
CCn1c(N2CCN(C(=O)/C=C/c3ccccc3)CC2)nc2ccccc21 | i | i | i | i | i | i | 94* | i | i | i | i
Following part
SMILES | MrgX1 allo act | MrgX1 ag | ANO1 block | TRPC6 inhibitor | RGS4 block | TRPC6 activator | TRPC4 agonist | MrgX1 antag | TRPC4 inh | TRPC4 PAM | ANO1 activ
CC(Nc1ccnc2cc(Cl)ccc12)c1ccc(S(N)(=O)=O)cc1 (stereo not given) | i | i | i | i | i | i | i | i | i | i | i
CCOc1ccc(CCNC(=O)c2ccc(CS(=O)Cc3ccccc3Cl)o2)cc1 (stereo not given) | i | i | i | i | i | i | i | i | i | i | i
Nc1nnc(-c2cn(-c3ccccc3)nc2-c2ccc(Cl)cc2)o1 | i | i | i | i | i | i | i | i | i | i | i
Cc1ccc(CC(=O)N(C)CC(=O)Nc2ccc(N3CCOCC3)cc2)cc1C | i | i | i | i | i | i | i | i | i | i | i
CCO[C@H]1OC(C(=O)NCc2ccccc2)=C[C@@H](c2coc3ccccc3c2=O)[C@@H]1CCCO | i | i | i | i | i | i | i | i | i | i | i
COc1cc(/C=C/c2cc(C(=O)O)c3ccccc3n2)ccc1OC(F)F | i | i | i | i | i | i | i | i | i | i | i
CC(C)(C)c1ccccc1NC(=O)CN1C(=O)NC(Cc2ccccc2)C1=O (stereo not given) | i | i | i | i | i | i | i | i | i | i | i
CCOC(=O)c1c(C)c(C(=O)NCc2ccccc2OC)c(C)n1C | i | i | i | i | i | i | i | i | i | i | i
Cc1ccc(NC(=O)Nc2cccc(C)n2)c(C)c1 | i | i | i | i | i | i | i | i | i | i | i
O=C(COc1ccc(S(=O)(=O)N2CCCC2)cc1Cl)NC1CC1 | i | i | i | i | i | i | i | i | i | i | i
Cc1ccc(CNC(=O)c2coc(=O)c3ccccc23)o1 | i | i | i | i | i | i | i | i | i | i | i
CC(C)OC(=O)CSc1nnc(CNc2ccc(Cl)cc2)n1C | i | i | i | i | i | i | i | i | i | i | i
O=C(c1cccc(OC2CCN(Cc3ccc(F)cc3Cl)CC2)c1)N1CCCC1 | i | i | i | i | i | i | i | i | i | i | i
CCCCCc1nnc(NC(=O)Cn2cnc3ccccc3c2=O)s1 | i | i | i | i | i | i | i | i | i | i | i
C=CCOc1c(Br)cc(/C=C2/C(=O)ON=C2C)cc1OC | i | i | i | i | i | i | i | i | i | i | i
O=C(c1ccc(N2CCCS2(=O)=O)cc1)N1CCN(c2ccc(F)cc2)CC1 | i | i | i | i | i | i | i | i | i | i | i
